CHRM5 antagonist: human M5 muscarinic receptor antagonists, primary screen, CHO cells, Fluo-8 calcium fluorescence. Muscarinic acetylcholine receptor M5 (Homo sapiens), P08912. CHO-hM5 cells, ACh EC80. inhibition, % at 3 µM. 360,000 tested, 0.59% active;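 active = inhibition above a per-plate cutoff, the mean of that plate's test compounds plus 3 SD, cut at about 27% in these data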;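 note: 0% = acetylcholine EC80 with DMSO and 100% = DMSO without agonist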
CRFBP-R2 agonist: agonists of CRF-BP/CRF-R2 complex, primary screen, cell-based, HEK293, calcium dye fluorescence, uHTS; 350,000 tested, 0.46% active; AID 588473, 2011; activation, % at 13.2 µM; calcium dye fluorescence (FLIPR); percent of saturating CRF peptide response; CRF-binding protein / CRF receptor 2 complex (human);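 active = activation of at least 50%, plus an integration ratio under a set limit after plate pattern correction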;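 note: plate controls were neutral control wells without compound for no effect and CRF at EC100 for full effect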
TAAR1 agonist: human TAAR1 agonists, primary screen, Fluo-8 calcium fluorescence, CHO RD-HGA16 cells | activation, % at 3 µM | Trace amine-associated receptor 1 (Homo sapiens), Q96RJ0 | 360,000 tested, 0.99% active | vehicle wells 0%, saturating PEA agonist 100%;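 active = activation above the mean activation of all test compounds in the run plus 3 SD, cut at about 38% in these data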
Target sequence (Q96RJ0 whole entry, looked up): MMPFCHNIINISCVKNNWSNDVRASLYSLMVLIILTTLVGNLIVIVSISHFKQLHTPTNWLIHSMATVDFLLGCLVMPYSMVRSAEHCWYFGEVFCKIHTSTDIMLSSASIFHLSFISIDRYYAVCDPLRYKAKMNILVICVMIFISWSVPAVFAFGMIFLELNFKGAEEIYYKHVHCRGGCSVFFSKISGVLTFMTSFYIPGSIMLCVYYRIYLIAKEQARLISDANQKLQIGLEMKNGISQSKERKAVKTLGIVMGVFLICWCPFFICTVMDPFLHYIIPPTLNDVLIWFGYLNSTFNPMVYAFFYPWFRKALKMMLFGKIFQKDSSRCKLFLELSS
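Assay system: CHO-derived RD-HGA16 cells with stable Gα16 and human TAAR1; timing: 17-24 h seeding, 75 min 37 °C dye, 30 min RT; read-out: % activation from peak over basal fluorescence ratio, DMSO-to-PEA scaled; measured by: kinetic Fluo-8 calcium fluorescence; benchmarks: low control DMSO, high control PEA (EC100); doses: 3 µM single concentration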
CRFR2-BP antag: antagonists of CRF-BP/CRF-R2 complex, primary screen, cell-based, HEK293, calcium dye fluorescence, uHTS; CRF-induced calcium fluorescence; inhibition, % at 11.8 µM; 350,000 tested, 0.59% active;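 active = inhibition of the ligand-induced calcium signal above about 50% at the single tested concentration, limit read from the data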
CHRM5 PAM: human M5 muscarinic receptor positive allosteric modulators, primary screen, CHO-K1 cells, Fluo-8 calcium fluorescence. CHO-K1 hM5, ACh EC20 PAM; 0% = ACh EC20, 100% = ACh EC100. activation, % at 3 µM. 360,000 tested, 0.3% active. AID 624038, 2012;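 active = activation above the run cutoff, the mean activation of all test compounds plus 3 SD, cut at about 18% in these data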
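Replicates: One well per compound, no replicates | System: Human M5 receptor in CHO-K1 cells | Benchmarks: Low control EC20 acetylcholine (0%), high control EC100 acetylcholine (100%) | Probe or stimulus: Acetylcholine, EC20 level | Times: Fluo-8 loading 80 min at 37 °C plus 30 min room temperature | Signal: Intracellular calcium via Fluo-8 fluorescence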
CHO-K1 Ca PAM: nonselective calcium activators in parental CHO-K1 cells, primary screen, counter-screen for M1 PAM project, cell-based, Fluo-8 calcium fluorescence, full deck, 1536-well | 360,000 tested, 0.02% active | ATP EC20; 0% at ATP EC20, 100% at ATP max | activation, % at 3 µM;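 active = activation above the run cutoff, the mean activation of all test compounds plus 3 SD, cut at about 40% in these data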;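 note: peak over basal fluorescence ratio in a 140 s read after ATP addition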
CHRM4 PAM: human M4 muscarinic receptor positive allosteric modulators, primary screen, CHO-K1 cells, Fluo-8 calcium fluorescence. AID 624126, 2012. activation, % at 3 µM. CHO-K1 hM4/Gqi5, ACh EC20; 0% = ACh EC20, 100% = maximal ACh. 360,000 tested, 0.4% active;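 active = activation above its plate's cutoff, the mean activation of sample wells plus 3 SD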; note: some results filed as inactive read as strong as hits
Target sequence (P08173 whole entry, looked up): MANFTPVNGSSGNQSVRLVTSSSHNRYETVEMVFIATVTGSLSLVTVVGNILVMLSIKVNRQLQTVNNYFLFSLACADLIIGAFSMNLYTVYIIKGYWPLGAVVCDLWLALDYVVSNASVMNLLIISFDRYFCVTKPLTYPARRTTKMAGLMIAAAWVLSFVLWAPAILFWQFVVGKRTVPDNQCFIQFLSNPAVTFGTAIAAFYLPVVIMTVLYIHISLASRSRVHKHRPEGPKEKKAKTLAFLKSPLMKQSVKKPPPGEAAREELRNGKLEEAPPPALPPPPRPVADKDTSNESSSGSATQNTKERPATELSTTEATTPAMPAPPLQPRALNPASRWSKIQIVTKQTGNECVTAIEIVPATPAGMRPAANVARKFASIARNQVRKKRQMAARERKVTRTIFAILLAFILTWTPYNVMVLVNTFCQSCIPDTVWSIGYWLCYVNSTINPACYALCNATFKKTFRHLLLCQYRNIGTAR
M5 ag: human M5 muscarinic receptor agonists, primary screen, CHO-K1 cells, Fluo-8 calcium fluorescence | CHO-K1 hM5 cells; 0% DMSO wells, 100% maximal acetylcholine response | Muscarinic acetylcholine receptor M5 (Homo sapiens), P08912 | 360,000 tested, 0.19% active | activation, % at 3 µM | AID 624037, 2012;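 active = activation above the run's mean over test compounds plus 3 SD, cut at about 23% in these data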;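 note: signal is peak over basal fluorescence ratio across the kinetic read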
TAAR1 antag: human TAAR1 antagonists, primary screen, Fluo-8 calcium fluorescence, CHO RD-HGA16 cells | antagonist | inhibition, % at 3 µM | AID 624466, 2012 | 360,000 tested, 1.5% active;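 active = inhibition above a per-plate cutoff, the mean inhibition of test compounds on that plate plus 3 SD, cut at about 49% in these data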;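 note: 0% = DMSO plus EC80 beta-PEA response and 100% = DMSO alone without agonist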
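Test system – hTAAR1-expressing CHO RD-HGA16 cells, Gα16-coupled · Also added – β-PEA at EC80 concentration, post-compound challenge · Compound – 3 µM, single point · Incubation – dye loading 75 min at 37 °C, then 30 min room temperature · Measured by – Fluo-8 intracellular calcium dye fluorescence, real-time kinetic reads · Benchmarks – vehicle and agonist controls · Replicates – singlicate, one well per test compound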
Numbers without * were called inactive; . = not tested or not shown.

SMILES	CHRM5 antagonist	CRFBP-R2 agonist	TAAR1 agonist	CRFR2-BP antag	CHRM5 PAM	CHO-K1 Ca PAM	CHRM4 PAM	M5 ag	TAAR1 antag
COc1ccc(-c2ccccc2)cc1NC(=O)c1ccncc1	6	-3.0	1	12	5	16	-5	-8	-15
COC(CNC(=O)c1ccc2c(=O)n(Cc3ccc4c(c3)OCO4)c(=S)[nH]c2c1)OC	16	1.8	2	5	-4	-11	-3	0	-11
O=C(NCCc1c[nH]c2ccccc12)C(=O)NCC1OCCN1S(=O)(=O)c1cc(F)ccc1F (stereo unspecified)	-3	0.2	16	0	-4	9	-21	9	45
Cc1cccc(NS(=O)(=O)c2ccc(C)c(NS(=O)(=O)c3cccs3)c2)c1	5	4.9	7	-4	-6	2	4	3	-10
COc1ccc(S(=O)(=O)Nc2ccc(S(=O)(=O)Nc3cc(C)nc(C)n3)cc2)cc1OC	2	-0.3	6	1	0	9	3	-2	-16
COc1cccc(CNC(=O)c2nnn(CC(=O)Nc3cccc(C)c3)c2N)c1	6	-1.4	3	-13	4	11	-3	0	-10
Cc1cccc(C(=O)Nc2ccc(NC(=O)c3cccc(C)c3)cc2)c1	1	1.8	1	3	-1	-14	-1	0	1
COc1ccccc1N(CC(=O)N/N=C/c1ccccc1C(=O)O)S(C)(=O)=O	0	3.0	4	2	2	0	2	-1	-18
O=C(CSc1nnc(-c2c[nH]c3ccccc23)n1C1CC1)NC1CCS(=O)(=O)C1 (stereo unspecified)	0	0.7	1	8	-3	7	0	-3	8
O=C(Nc1ccc(Cl)cc1C(=O)NCC1CCCO1)c1ccco1 (stereo unspecified)	9	-2.7	1	12	-4	14	3	0	-7
COCCn1c(=O)c2cc3c(=O)n(CCOC)c(=O)c3cc2c1=O	2	-1.3	10	18	-2	11	5	-3	-13
CC(=NO)c1ccc2c(c1)C(=NO)c1ccccc1-2	4	-3.2	0	-4	-9	10	-5	-1	-10
Cc1cccnc1NC(=O)Nc1cccc(Cl)c1	1	0.0	-1	7	2	17	-3	0	-2
Cc1ccc(NC(=O)C(C)N2CCCc3ccccc32)cc1S(=O)(=O)N1CCOCC1 (stereo unspecified)	1	0.1	3	-8	-1	4	-4	-2	6
CN1CCN(S(=O)(=O)c2cccc(C(=O)N(C)CC(=O)Nc3ccc(Cl)c(Cl)c3)c2)CC1	1	-0.4	1	-7	0	19	-4	-4	13
Cc1cc2ncc(C(=O)Nc3ccsc3C(=O)O)c(C)n2n1	2	-1.3	1	4	-7	-1	3	1	4
Cc1ccc(CNS(=O)(=O)N(C)C)cc1	-3	-1.9	4	6	14	3	0	-9	-20
CCOc1ccccc1NC(=O)CC1(CC(=O)N2CCOCC2)CCCC1	6	-2.0	1	7	-7	-13	1	-2	-28
NC(=O)CC(NC(=O)c1cccc(Br)c1)c1ccc(N2CCCCCC2)c([N+](=O)[O-])c1 (stereo unspecified)	4	-0.8	11	-2	0	3	6	1	-8
CCC(c1nnnn1C(C)(C)C)N1CCN(c2cc(Cl)ccc2C)CC1 (stereo unspecified)	-3	3.6	4	2	6	6	3	-1	0
COc1cc(C(=O)NNC(=O)c2cc(C)[nH]n2)cc(OC)c1OC	8	-0.7	2	8	-16	5	-11	1	-3
CCOc1ccc(CNC(=O)CCC(=O)n2ncc3ccc(Cl)cc32)cc1	0	-1.7	1	18	-2	2	0	-1	-9
Cc1c(-n2c(CN3C(=O)c4ccccc4C3=O)nc3ccccc3c2=O)c(=O)n(-c2ccccc2)n1C	-3	-1.2	11	-14	1	-5	-4	-3	-1
CCOc1ccccc1NC(=O)c1c(NC(=O)CCC(=O)O)sc2c1CCCCC2	2	1.8	3	-52	-2	2	2	1	-7
CCN1CCc2c(sc(NC(=O)c3ccc(S(=O)(=O)N4CC(C)OC(C)C4)cc3)c2C(N)=O)C1 (stereo unspecified)	-19	-1.0	1	7	4	-4	6	-2	-29
CCOC(=O)C1CCN(C(=O)CCc2c(C)nc3ncnn3c2C)CC1	-7	-0.1	13	9	8	18	5	0	2
Cc1ccccc1NC(=O)c1cc(=O)c2ccccc2o1	-3	-0.7	2	4	0	5	4	-3	-5
O=C(c1ccco1)N1CCN(Cc2ccccc2Br)CC1	6	0.1	-2	1	-2	4	4	-3	-8
CCOc1ccc(C(C)NC(=O)c2ccc3c(c2)NC(=O)C(C)S3)cc1OCC (stereo unspecified)	-11	-1.6	2	7	0	-2	7	2	-13
Cc1c2cnn(CC(=O)N3CCOCC3)c(=O)c2c(C)n1Cc1ccccc1F	0	0.1	1	-31	2	20	-3	2	-14
CC(C)(C)c1cc(NCCCn2ccnc2)n2ncc(-c3ccc(Cl)cc3)c2n1	0	-1.1	16	-47	2	14	22	1	5
COc1cc(/C=N/NC(=O)c2cnccn2)ccc1O	-6	-1.7	1	4	0	15	2	-3	-10
Cc1cc(NC(=O)c2cccc(Cl)c2)n[nH]1	5	-2.8	2	-5	5	-20	-2	1	1
COc1ccc(N2C(=O)CNC2=S)cc1	-2	-1.1	0	15	2	17	12	1	1
Cc1ccc(C(=O)N2[C@@H]3CN(C)C(=O)[C@@]2(C)[C@H]2C(=O)N(C)C(=O)[C@@H]32)cc1	13	-0.9	0	8	3	20	11	0	0
S=c1cn[nH]c2ccccc12	11	-0.4	1	6	5	14	1	-4	-7
CCN(CC)C(=O)C1=C(C)N(Cc2ccc(C(C)(C)C)cc2)C(=O)C(CC(=O)NCC2CCCCC2)C1 (stereo unspecified)	4	-2.6	0	0	-6	19	1	-1	-26
O=C(NCCO)c1ccc(-c2cnc3cccnn23)cc1	-3	.	2	.	6	21	3	0	-5
Cc1ccc(NCc2nnc(SCC(=O)c3ccccc3)n2Cc2ccco2)c(C)c1	2	1.5	5	-17	-4	5	2	0	9
C=CCNC(=O)C(=O)NCC1CCCN1S(=O)(=O)c1cccs1 (stereo unspecified)	10	-0.2	3	8	-1	-2	-1	0	5
CC1=NN(c2ccc([N+](=O)[O-])cc2)C(c2ccccc2)C1 (stereo unspecified)	9	2.2	7	39	-13	1	-7	-14	20
CCOc1ccc(NC(=O)c2ccc(N3CC4CC(C3)c3cccc(=O)n3C4)c(NC(=O)c3cccnc3)c2)cc1 (stereo unspecified)	7	0.4	4	6	-1	11	-4	-3	-15
CCOC(=O)c1cnc(SCC(=O)c2ccccc2)nc1N	-3	-2.8	6	4	-1	5	4	0	6
O=C(O)CSc1nnc(CNc2ccccc2Cl)n1-c1ccccc1	1	0.6	6	-10	0	13	-5	2	-10
CN(C)N1C(=O)C2C3C=CC(O3)C2C1=O (stereo unspecified)	17	4.5	1	-12	-5	21	5	-1	-8
CC(=O)Nc1ccccc1-c1cccc2nccn12	-5	.	4	.	2	18	4	1	-22
O=C(NCC1CCN(c2ccc(S(=O)(=O)N3CCOCC3)cc2)CC1)c1ccc(Cl)cc1	10	0.3	-1	4	-14	0	-19	-1	15
COC(=O)c1ccc(NC(=O)c2ccccc2NS(C)(=O)=O)cc1	-4	7.5	5	21	-1	3	-1	6	5

In a second layout: two of the compounds above.
Structure,CHRM5 antagonist,CRFBP-R2 agonist,TAAR1 agonist,CRFR2-BP antag,CHRM5 PAM,CHO-K1 Ca PAM,CHRM4 PAM,M5 ag,TAAR1 antag
CC1=NN(c2ccc([N+](=O)[O-])cc2)C(c2ccccc2)C1 (stereo unspecified),9,2.2,7,39,-13,1,-7,-14,20
CCOc1ccc(NC(=O)c2ccc(N3CC4CC(C3)c3cccc(=O)n3C4)c(NC(=O)c3cccnc3)c2)cc1 (stereo unspecified),7,0.4,4,6,-1,11,-4,-3,-15

Carrying on:
SMILES	CHRM5 antagonist	CRFBP-R2 agonist	TAAR1 agonist	CRFR2-BP antag	CHRM5 PAM	CHO-K1 Ca PAM	CHRM4 PAM	M5 ag	TAAR1 antag
COc1ccccc1Nc1nnc(SCC(=O)NC(=O)Nc2ccc3c(c2)OCCO3)s1	-1	-0.7	2	-10	1	22	3	0	11
Cn1nc(C(=O)OCC(=O)N2CCc3ccccc32)c2ccccc2c1=O	-4	-0.8	6	-12	-3	-3	-4	1	-3
CN1CCN(c2ccc(CNS(=O)(=O)Cc3ccc(Cl)cc3)cc2)CC1	1	-0.5	12	2	4	14	-11	0	-15
COc1ccc(CNc2cc(C)ccn2)c(O)c1	-8	0.1	1	13	1	2	0	0	-10
COc1ccc(S(=O)(=O)N2CCCCC2)cc1NC(=O)CCCNC(=O)c1ccc(Cl)cc1	5	0.9	1	-23	-2	8	5	0	-4
CCOC(CNc1ncnc2sc(-c3ccccc3)cc12)OCC	12	-1.0	1	0	-2	16	-1	-1	-4
CCOC(=O)c1ccc(OCC(=O)c2ccc(O)cc2O)cc1	3	-1.0	-2	4	-6	8	4	0	-18
CCC(=O)c1ccc(OCc2ccc(C#N)cc2)cc1	13	2.7	8	42	-8	6	-4	-7	17
COc1ccccc1C(=O)NC(=O)COC(=O)C1CC1	8	-0.5	1	15	-6	-8	13	3	-11
COc1ccc(N2CCN(C3CCCN(C(=O)CN4CCCCC4=O)C3)CC2)cc1 (stereo unspecified)	6	-0.4	-1	-7	1	4	-3	-3	-11
COc1ccccc1C1=NOC(COC(=O)c2ccc([N+](=O)[O-])cc2)C1 (stereo unspecified)	6	-0.9	-2	-3	5	3	-5	-2	-28
FC(F)Oc1ccc(NC(=S)NN2CCOCC2)cc1	2	0.3	3	-17	0	10	2	-2	23
COc1ccc(N(CC(=O)N/N=C/c2ccc(-c3ccc([N+](=O)[O-])cc3)o2)S(=O)(=O)c2ccc(C)cc2)cc1	-1	12	0	2	1	4	-5	2	6
Cn1c(C(=O)NCCCN2CCN(c3ccccc3F)CC2)cc2c(=O)n(C)c3ccccc3c21	-1	2.4	5	4	-8	4	1	-2	2
O=C(CCC1COc2ccccc2O1)Nc1ccccn1 (stereo unspecified)	4	-0.9	2	16	-1	9	1	-1	0
O=C1NCC(Nc2ccc(Br)cc2)C(=O)N1 (stereo unspecified)	7	-5.1	0	15	0	8	2	0	2

Quoted at random: 2 compounds from above
SMILES	CHRM5 antagonist	CRFBP-R2 agonist	TAAR1 agonist	CRFR2-BP antag	CHRM5 PAM	CHO-K1 Ca PAM	CHRM4 PAM	M5 ag	TAAR1 antag
COc1ccc(N(CC(=O)N/N=C/c2ccc(-c3ccc([N+](=O)[O-])cc3)o2)S(=O)(=O)c2ccc(C)cc2)cc1	-1	12	0	2	1	4	-5	2	6
O=C1NCC(Nc2ccc(Br)cc2)C(=O)N1 (stereo unspecified)	7	-5.1	0	15	0	8	2	0	2

Source: PubChem (several laboratories)
